Bioassay records (PubChem)
GALK inhibitor: galactokinase (human) inhibition; Potency, µM (titrated, usually from 57.5 µM), without a hit: top-dose activity change, negative = inhibition, usual class: inhibitors; hit rate 0.007% among 270,000; Purified GALK, Kinase-Glo residual ATP luminescence; also: potency is read from the fitted curve at half-maximal effect; % is scaled to controls: 0 for no effect and ±100 for the full control effect
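The enzyme phosphorylates galactose (100 uM) using ATP (35 uM); inhibition is detected as higher residual ATP, quantified by bioluminescence after 1 h reaction at room temperature, pH 8.0.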
MBNL1 CUG block: blocks human MBNL1 binding to CUG repeat RNA; Q9NR56; TR-FRET MBNL1-His/biotin-(CUG)12 binding, 665/545 ratio; Potency, µM (doses to about 57.5 µM), inactives show at the highest dose activity change, negative = inhibition, actives largely listed as inhibitors; hit rate 0.036% among 280,000; active = well fitted inhibition curve with a large enough effect in the signal ratio, with a control signal flat, not every such curve was filed as active; inconclusive = small, poorly fitted or top-dose-only effect, or effect the other way, or a change in a side signal; inactive = no such curve, though single readings can be large or run the other way; the % refers to the signal ratio; also: potency is read from the fitted curve at half-maximal effect; % is scaled to controls: 0 for no effect and ±100 for the full control effect
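TR-FRET between His-tagged MBNL1 and biotin-(CUG)12 RNA, detected with Tb anti-His antibody (0.055 ng/ul) and streptavidin-XL665 (5 nM), 60 min at room temperature. Compounds titrated 92 nM to 58 uM; 665/545 nm ratio normalized to buffer and complex controls.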
Mito fusion act: inhibitors of mitochondrial division or activators of mitochondrial fusion | hit rate 0.23% among 320,000 | AID 485298 | S. cerevisiae fusion-defective mutant growth rescue, CellTiterGlo 48 h | Potency, µM (doses to about 46.1 µM), for inactives: at the top dose growth rescue (activation), actives largely listed as activators;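 also: potency is read from the fitted curve at half-maximal effect; % of control where 0% means no effect; nearly all actives have a fitted effect of over 45% in size; temperature-sensitive fusion mutants such as fzo1-1 at 37 °C on non-fermentable ethanol glycerol medium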
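Compounds are tested for their ability to restore growth of mitochondrial fusion-defective yeast strains at non-permissive 37C in YPEG medium over 48 hours. Viability is quantified by luciferase luminescence.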
PKM2 act: increases activity of human pyruvate kinase M2; P14618; Potency, µM (titrated, usually from 57.5 µM), without a hit: at the top dose activation, hits mostly activators; AID 1631; purified PKM2, Kinase-Glo ATP luminescence, activation; response scale: 0% is enzyme alone, no compound; hit rate 0.34% among 260,000; also: potency is read from the fitted curve at half-maximal effect; % is scaled to controls: 0 for no effect and ±100 for the full control effect; nearly all actives have a fitted effect of over 55% in size
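Kinase-Glo luminescence reports ATP generated from ADP (0.1 mM) and PEP (0.5 mM) by purified hPK-M2 after 1 h at room temperature, pH 7.2 imidazole buffer; intermediate enzyme activity allows detecting inhibitors and activators.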
KCNH2 WT inh: KCNH2 (human, wildtype) channel inhibition; hit rate 0.37% among 340,000; AID 720551; activity change, % at 1.84 µM; U2OS, BacMam KCNH2, thallium flux FluxOr; stronger effect = lower value;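 active = maximum activity change below -70%; inconclusive = maximum activity change between -70% and -50%; inactive = maximum activity change above -50%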; also: % is scaled to controls: 0 for no effect and ±100 for the full control effect
Target sequence (Q12809 whole entry, looked up): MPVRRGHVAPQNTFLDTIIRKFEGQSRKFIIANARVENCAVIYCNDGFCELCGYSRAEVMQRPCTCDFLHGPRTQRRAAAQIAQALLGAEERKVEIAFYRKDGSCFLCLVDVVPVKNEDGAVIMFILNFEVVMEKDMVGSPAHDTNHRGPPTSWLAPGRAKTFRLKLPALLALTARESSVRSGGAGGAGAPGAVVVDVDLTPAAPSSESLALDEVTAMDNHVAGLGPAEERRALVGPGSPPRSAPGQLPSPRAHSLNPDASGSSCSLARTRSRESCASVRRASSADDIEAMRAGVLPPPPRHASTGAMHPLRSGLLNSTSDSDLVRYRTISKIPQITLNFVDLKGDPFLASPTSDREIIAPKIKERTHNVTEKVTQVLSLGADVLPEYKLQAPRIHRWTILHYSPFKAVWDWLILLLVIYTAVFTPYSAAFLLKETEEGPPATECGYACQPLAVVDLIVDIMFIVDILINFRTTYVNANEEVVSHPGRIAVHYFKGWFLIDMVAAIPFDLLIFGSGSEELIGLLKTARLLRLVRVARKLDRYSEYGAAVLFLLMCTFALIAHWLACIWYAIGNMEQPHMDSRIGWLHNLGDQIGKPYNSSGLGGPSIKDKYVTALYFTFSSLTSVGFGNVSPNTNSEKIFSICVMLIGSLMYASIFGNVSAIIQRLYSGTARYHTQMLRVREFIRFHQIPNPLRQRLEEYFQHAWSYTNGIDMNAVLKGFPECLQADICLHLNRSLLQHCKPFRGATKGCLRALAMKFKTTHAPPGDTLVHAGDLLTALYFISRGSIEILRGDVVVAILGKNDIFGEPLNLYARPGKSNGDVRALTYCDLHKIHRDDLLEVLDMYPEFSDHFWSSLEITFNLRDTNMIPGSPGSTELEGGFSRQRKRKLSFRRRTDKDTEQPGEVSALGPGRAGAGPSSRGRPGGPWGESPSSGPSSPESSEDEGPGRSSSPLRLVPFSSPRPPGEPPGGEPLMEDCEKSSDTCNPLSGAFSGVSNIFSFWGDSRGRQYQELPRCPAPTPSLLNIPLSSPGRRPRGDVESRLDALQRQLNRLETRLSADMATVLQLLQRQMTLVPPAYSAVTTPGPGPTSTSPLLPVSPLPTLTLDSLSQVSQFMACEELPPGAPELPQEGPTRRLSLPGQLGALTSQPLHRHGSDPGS
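U2OS cells were transduced with wild-type KCNH2 virus (2.03 x 10^8 / mL) for 4 h at room temperature, then cultured overnight at 37 C. Thallium flux was read with FluxOr dye. Rate constants were normalized to DMSO controls.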
USP2a inh: inhibitors of human ubiquitin-specific protease USP2a | hit rate 0.01% among 330,000 | Potency, µM (titrated, usually from 38.3 µM), inactives show top-dose activity change, negative = inhibition, hits mostly inhibitors | USP2 core, Ub-CHOP2 coupled fluorogenic reporter, 485/531 | O75604;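 also: potency is read from the fitted curve at half-maximal effect; plate controls were DMSO wells for no effect and full inhibition by NEM control for full effect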
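USP2 core (10nM final) preincubated 30min RT with compound in 20mM Tris-HCl pH 8.0, 2mM CaCl2, 2mM beta-mercaptoethanol, 0.05% CHAPS; 25nM Ub-CHOP2 plus 25nM reporter substrate added, fluorescence (Ex485/Em531) read after 60min.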
Chronic BCR inh: inhibitors of chronic active B-cell receptor signaling; Potency, µM (series often up to 46.1 µM), inactives show at the top dose ratio change, negative = lower green/red ratio, most hits filed as inhibitors; hit rate 0.05% among 340,000; ABC-DLBCL IkBa-CBG/CBR reporter, luminescence ratio, 4 h; active = well fitted inhibition curve with a large enough effect in the signal ratio, with a control signal flat, not every such curve was filed as active; inconclusive = small, poorly fitted or top-dose-only effect, or effect the other way, or a change in a side signal; the % refers to the signal ratio;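 also: potency is read from the fitted curve at half-maximal effect; plate controls were basal doxycycline-induced cells for no effect and cells given 10 µM MG132 for full effect; MG132 reads +100%, hits lower the ratio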
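TMD8 ABC-DLBCL cells carrying doxycycline-inducible green luciferase fused to IkappaBalpha plus unfused red luciferase were exposed to compounds (up to 46 uM) for 4 hrs at 37C. Activity came from the overlap-corrected green/red luminescence ratio.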
Eya2 phos inh: Eya2 (human) phosphatase inhibition; recombinant Eya2, OMFP fluorescence dephosphorylation (OMFP is methylfluorescein phosphate); hit rate 0.006% among 330,000; AID 488837; O00167; Potency, µM (top dose mostly 76.9 µM), without a hit: at the top dose activity, negative = inhibition, most hits filed as inhibitors; also: potency is read from the fitted curve at half-maximal effect; % is scaled to controls: 0 for no effect and ±100 for the full control effect
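Eya2 (0.2 uM) preincubated 10 min at ambient with compound, then OMFP substrate added at 50 uM; 10 min reaction in 50 mM HEPES pH 7.5, 50 mM NaCl, 5 uM MgCl2, 0.05% BSA, 1 mM DTT. Fluorescence read at Ex 485/Em 525 nm.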
TSHR antagonist: human thyrotropin receptor antagonism | TSHR-expressing cells, TSH-stimulated cAMP HTRF, 2 h; stronger effect = lower value | activity change, negative = inhibition, % at 11.5 µM | hit rate 0.2% among 330,000 | P16473;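 active = activity change below a set negative limit, meaning inhibition stronger than a set level, cut at about -70% in these data; inconclusive = activity change between two set negative limits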; also: % is scaled to controls: 0 for no effect and ±100 for the full control effect
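Inhibition of cAMP made by TSHR-expressing cells under TSH stimulation (4nM final, EC80; 2 h, 37 deg C) is quantified with a one-step lysis HTRF kit, anti-cAMP cryptate versus cAMP-d2.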
Menin MLL FP TR: menin-MLL binding inhibition, Texas Red mutant peptide. O00255. Menin + Texas Red MLL mutant peptide, fluorescence polarization. Potency, µM (top dose mostly 61.6 µM), without a hit: at the top dose FP activity change, negative = inhibition, actives largely listed as inhibitors. hit rate 0.23% among 270,000. AID 1768; active = well fitted inhibition curve with a large enough effect in the polarisation, with a control signal flat, not every such curve was filed as active; inconclusive = small, poorly fitted or top-dose-only effect, or effect the other way, or a change in a side signal; inactive = no such curve, though single readings can be large or run the other way; the % refers to the polarisation; also: potency is read from the fitted curve at half-maximal effect; % of control where 0% means no effect; many of its hits are not listed in these tables
ASM inhibitor: blocks human secretory acid sphingomyelinase. P17405. placental ASM, HMU-PC fluorogenic substrate, 60 min. Potency, µM (top dose mostly 57.5 µM), for inactives: top-dose activity change, negative = inhibition, most hits filed as inhibitors. hit rate 0.006% among 340,000; also: potency is read from the fitted curve at half-maximal effect
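Steps: dispense placental human ASM, pin compound, wait 10 min at room temperature, add HMU-PC0 substrate at 9 uM final, incubate 60 min at 37 °C, add stop solution raising pH to 10, read fluorescence.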
An asterisk follows results filed as active; ? = inconclusive; . = not tested or not shown; [ ] = another dose, or the depositor's remark. Unless noted, calls follow the shape of the dose curve; as a rule, active = well fitted curve in the direction sought with a large enough effect; inconclusive = small, poorly fitted or top-dose-only effect, or another doubt; inactive = no such curve, though single readings can be large; an effect the other way counts as inactive or inconclusive. The list is partial (hit frequency here may not be typical).

SMILES	GALK inhibitor	MBNL1 CUG block	Mito fusion act	PKM2 act	KCNH2 WT inh	USP2a inh	Chronic BCR inh	Eya2 phos inh	TSHR antagonist	Menin MLL FP TR	ASM inhibitor
O=c1c2ccccc2cnn1CCOc1cccc(Br)c1	2%	7%	12%	0%	-8	-1%	14%	-7%	-16	-18%	-3%
Nc1nnc(SCC(=O)OCc2ccccc2)s1	-2%	.	5%	-13%	2	0%	-1%	-18%	-12	13%	0%
O=C1CS/C(=N/N=C/c2ccncc2)N1	.	11%	-3%	-2%	3	-6%	-3%	-6%	-4	.	-2%
COCCOc1cc(-n2cccc2)c(Cl)cc1Cl	-1%	-5%	-2%	.	2	8%	2%	-30%	-6	7%	-2%
COC(=O)c1sc(C(=O)OC)c(C(=O)OC)c1C(=O)OC	.	8%[11.5 µM]	-8%	4%	3	1%	0%	-4%	3	-4%	1%
COc1cc2c(cc1OC)CN(C(C)C(=O)Nc1ccc(NC(C)=O)cc1)CC2 (stereo not drawn)	0%	-4%	1%	-1%	-6	6%	-10%	9%	1	-5%	7%
COc1ccc(SCCN2CC[C@@H](NC(=O)OCc3ccccc3)CCC2=O)cc1	.	.	3%	.	-3	4%	-11%	-15%	-5	.	2%
CCOC(=O)c1sc(=S)n(C)c1NC(=O)c1ccccc1Cl	-5%	7%	14%	-3%	-4	5%	0%	-10%	8	3%	-2%
Cc1sc2ncnc(N(C)Cc3ccco3)c2c1C	3%	-1%	-2%	3%	0	5%	0%	-5%	-17	-9%	-1%
C=CCNc1nc(C(=O)OCC(=O)N(Cc2ccccc2)C(C)C)cs1	.	.	6%	.	15	0%	-1%	5%	-6	.	0%
COC(=O)c1ccc(NC(=O)Cn2nc(SC)n(N)c2=S)cc1	0%	3%	3%	-4%	-11	2%	2%	11%	1	0%	4%
CCOC(=O)C(Cc1ccccc1)C(=O)Nc1ccc(NC(=O)C(Cc2ccccc2)C(=O)OCC)cc1 (stereo not drawn)	2%	-17%	4%	-16%	-5	0%	9%	-17%	19	12%	5%
COCCOC(=O)c1c(C)oc2ccc(NS(=O)(=O)c3ccc(C)cc3)cc12	-1%	-6%	22%	8%	-4	8%	-3%	0%	-2	.	-5%
CCN(CC)C(=O)CCn1nc(-c2ccc(C)cc2)c2ccccc2c1=O	3%	9%	29%	.	27	3%	0%	8%	-2	?	-1%
COC(=O)c1cc(S(=O)(=O)N2CCN(c3ccc(C(C)=O)cc3)CC2)cn1C	2%	1%	8%	.	-9	4%	2%	2%	-11	.	0%
O=c1oc2ccccc2cc1-c1nc2ccccc2o1	-1%	?	2%	-34%	-28	0%	?	-12%	-7	-19%	.
Cc1ccc2c(c1)nnn2C1CCN(C(=O)c2cccs2)CC1	0%	-5%	1%	1%	-4	2%	6%	2%	-9	-10%	2%
COc1cc2c(cc1OC)C(c1ccccc1)N(C(=O)C(C)(C)C)CC2 (stereo not drawn)	0%	-6%	-5%	.	0	-3%	?	0%	27	-24%	-3%
NC(=O)c1ccc(Cc2ncc(C(F)(F)F)cc2Cl)s1	0%	5%	7%	6%	-13	-1%	-7%	-13%	-10	-4%	1%
Cc1ccc(C2CC(=O)Nc3cc4c(cc32)OCO4)o1 (stereo not drawn)	-3%	8%	3%	2%	2	-1%	?	-17%	7	-14%	0%
CC(C(=O)Nc1ccc2c(c1)OCO2)N1CCN(C)CC1 (stereo not drawn)	5%	.	4%	6%	-5	-3%	-10%	-22%	0	.	3%
O=C(COc1ccc2ccccc2c1Br)NNC(=O)Nc1ccccc1	-1%	86%[activator]	-3%	-5%	26	3%	4%	-15%	14	?	-1%
CCOC(=O)COc1ccc(C(=O)NC2CCCCC2)cc1	0%	3%	?	-2%	3	4%	1%	-14%	-8	-16%	-2%
CC(=O)c1cc(C)ccc1OC(=O)CN1C(=O)c2ccccc2C1=O	2%	?	3%	-1%	-10	0%	-4%	-2%	-3	1%	3%
CCS(=O)(=O)N1CCC(C(=O)NC2CCCCC2)CC1	-5%	-2%	-7%	5%	-26	4%	0%	1%	10	13%	4%

Next part:
SMILES	GALK inhibitor	MBNL1 CUG block	Mito fusion act	PKM2 act	KCNH2 WT inh	USP2a inh	Chronic BCR inh	Eya2 phos inh	TSHR antagonist	Menin MLL FP TR	ASM inhibitor
CC(C)c1ccccc1OCC(=O)NC1CCCc2ccccc21 (stereo not drawn)	0%	2%	23%	7%	-21	-1%	0%	-7%	-3	-20%	-5%
Cc1cc(=O)[nH]c(SCc2csc(-c3ccccc3)n2)n1	-3%	.	26%	-3%	1	-1%	-9%	7%	-11	12%	0%
Cc1c2cnn(CC(=O)Nc3c(F)c(F)cc(F)c3F)c(=O)c2c(C)n1Cc1ccc(F)cc1	5%	-6%	3%	-9%	.	-2%	0%	-15%	-1	?	.
CN(C(=O)COC(=O)c1cncc(Br)c1)C1CCCCC1	.	.	.	.	-3	1%	2%	3%	-2	.	-2%
CCOC(=O)N1CCC(NC(=O)CC2C(=O)NCCN2Cc2ccccc2F)CC1 (stereo not drawn)	9%	-8%	-8%	.	-1	1%	-2%	6%	6	.	8%
Cc1cccc(-c2ccc3ncnc(NCc4cc(C)cs4)c3c2)c1	.	.	-18%	.	.	-5%	-16%	-18%	-16	.	.
C=CCc1cccc(CNc2nc3ccccc3n2CC)c1O	3%	-4%	1%	?	-4	-5%	?	-2%	-7	?	-2%
Cc1ccnc(N/C=C(/NC(=O)c2ccccc2)C(=O)NN)n1	4%	0%	-8%	5%	-6	0%	-5%	-14%	6	3%	1%
Cc1ccccc1CN1CCN(Cc2cc(=O)c3ccccc3[nH]2)CC1CCO (stereo not drawn)	2%	1%	1%	-2%	4	-1%	-10%	2%	-5	-22%	2%
CCOc1ccc(OCC(=O)OCC(=O)Nc2ccccc2C#N)cc1	.	.	5%	.	34	0%	0%	10%	1	.	-2%
C=CCn1cnc2c(c1=O)c1nc3ccccc3nc1n2/N=C/c1cc(OC)c(OC)c(OC)c1	3%	?	3%	-1%	-13	2%	1%	4%	-5	-1%	-5%
O=C(O)c1ccc(N2CCN(Cc3ccc4c(c3)OCO4)CC2)c([N+](=O)[O-])c1	5%	19%	-9%	.	-6	3%	6%	6%	-4	-14%	0%
COc1ccccc1-n1c(SCC(=O)NCC2CCCO2)nc2c([nH]c3ccccc32)c1=O (stereo not drawn)	6%	6%	1%	-10%	1	3%	-1%	-5%	-7	.	0%
CS(=O)(=O)N1CCN(C(=O)c2ccc(Cl)s2)CC1	9%	1%	-2%	-1%	-13	2%	-1%	11%	2	0%	1%
CCSc1nsc(NC(=O)Nc2cccc(F)c2)n1	-4%	0%	-21%	-1%	-13	-3%	?	7%	?	?	?
COc1cc2c(C(=O)Nc3ccccc3F)cn(C)c(=O)c2cc1OC	-3%	-3%	14%	.	1	1%	?	2%	-7	-11%	1%
CCNCC(=O)Nc1c(C)cccc1C	.	.	11%	.	-3	-1%	-13%	14%	14	.	-2%
Cc1cc(Cl)c(S(=O)(=O)NCCC(=O)O)cc1OCC(N)=O	-2%	1%	-3%	-7%	-1	2%	9%	-23%	4	-7%	4%
Cc1ccc(CN2CC(C(=O)Nc3ccc(S(=O)(=O)Nc4cc(C)nc(C)n4)cc3)CC2=O)cc1 (stereo not drawn)	3%	-11%	0%	-1%	-26	-1%	-1%	-8%	12	-1%	-1%
COCCN(C(=O)CSc1nnc(-c2ccccc2F)n1C)c1c(N)n(Cc2ccccc2)c(=O)[nH]c1=O	3%	.	6%	1%	-5	-1%	1%	-11%	5	8%	-1%
CCc1ccc(C2=NN(C(=O)OC)C(O)(C(F)(F)F)C2)cc1 (stereo not drawn)	0%	-3%	0%	8%	-2	-1%	?	-4%	47	23%	4%
Cc1cc(=O)[nH]c(SCc2cn3ccccc3n2)n1	10%	-12%	10%	14µM*	-8	1%	-9%	3%	-2	-23%	5%
O=C(COC(=O)Cn1cnc2ccccc2c1=O)Nc1ccccc1Sc1ccc(Cl)cc1	-2%	-6%	16%	7%	3	0%	4%	-15%	-16	-6%	-16%
Cc1ccc(Sc2nc3ccc(C)cn3c(=O)c2/C=N/O)cc1	-2%	7%	0%	-2%	-7	2%	?	-8%	-8	-13%	136%[activator]
